Nrf2 inh: inhibitors of Nrf2 signaling; Potency, µM (series often up to 46 µM), without a hit: at the highest dose activity change, negative = inhibition, most hits filed as inhibitors; 360,000 compounds, 2.1% hits; A549 ARE-Fluc reporter, luciferase luminescence, 18-24 h; also: potency is read from the fitted curve at half-maximal effect; % is scaled to controls: 0 for no effect and ±100 for the full control effect; nearly all actives have a fitted effect of over 60% in size
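Two sequential reads on A549 ARE_Fluc cells exposed to compound for 18-24 h: a CellTiter-Fluor fluorescence read for viability, then a luciferase luminescence read for Nrf2/ARE activity.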
MmCpn inh: inhibitors of Methanococcus maripaludis chaperonin (MmCpn); purified Mm-Cpn ATPase, ADP Transcreener TR-FRET; Potency, µM (titrated, usually from 76.9 µM), inactives show at the top dose activity, negative = inhibition, most hits filed as inhibitors; 330,000 compounds, 0.031% hits; also: potency is read from the fitted curve at half-maximal effect; % is scaled to controls: 0 for no effect and ±100 for the full control effect; nearly all actives have a fitted effect of over 80% in size
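Purified archaeal Mm-CPN (25nM final) preincubated 10 min at 37degC with compound, then 10uM ATP for 30 min at 37degC; ADP measured by HTRF Transcreener TR-FRET; buffer 30 mM TRIS pH 7.4, 100mM KCl, 5mM MgCl2, 1mM DTT.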
Nrf2 activator: activators of Nrf2 (ARE) signaling. AREc32 ARE-luciferase reporter (MCF7-derived line), luminescence, 24 h. Potency, µM (top dose mostly 46.1 µM), without a hit: top-dose activation, most hits filed as activators. 410,000 compounds, 0.31% hits. AID 624171; also: potency is read from the fitted curve at half-maximal effect; % of control where 0% means no effect; nearly all actives have a fitted effect of over 65% in size
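AREc32_Fluc, 1000 cells/well, OPTI-MEM + 5% FBS, o/n 37 deg C 5% CO2; 23 nL cpd by pin tool, 24 hr; Steady-Glo 30 min RT, luminescence.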
HepG2 tox: HepG2 cytotoxicity, counter-screen for TGF-b inhibitors; HepG2 CAGA-GFP viability, ATP luminescence, 18 h; Potency, µM (doses to about 46.1 µM), inactives show top-dose activity change, negative = cytotoxicity, most hits filed as cytotoxic; 410,000 compounds, 0.76% hits; also: potency is read from the fitted curve at half-maximal effect; some results filed as inactive show a strong effect at the top dose
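HepG2 CAGA-GFP cells (1000/well, DMEM with 1% FBS) received compound, then TGF-beta at 500 pg/mL final, and were incubated 18 hours at 37 degrees C. Viability was read by CellTiter-Glo luminescence. Media-only wells were set as complete cell-killing and DMSO as no toxicity.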
CCT modulator: modulators of cytosolic chaperonin (CCT/TRiC) activity; purified chaperonin ATPase assay, HTRF ADP detection, 30 min; activity change, % (no concentration beside the values), hits read low; 360,000 compounds, 0.3% hits; in the data active = activity change below about -30%; also: % is scaled to controls: 0 for no effect and ±100 for the full control effect
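We incubate TRiC, 40 or 20 nM final, with library compounds at 76 uM and 10 uM ATP for 30 min at 37 °C. ADP formed is detected with Transcreener HTRF reagents after 30 min at room temperature.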
Abeta rescue: compounds reversing amyloid beta toxicity in yeast | yeast expressing A-beta42, growth rescue, OD600, 48 h; response scale: 0% DMSO, 100% iron-clioquinol control | Potency, µM (highest dose often 46.1 µM), for inactives: at the highest dose growth rescue, usual class: activators | 410,000 compounds, 0.063% hits; also: potency is read from the fitted curve at half-maximal effect; nearly all actives have a fitted effect of over 55% in size
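Yeast A-beta toxicity model in growth medium with pinned compounds, 48 h at 30 C; growth read as absorbance at 600 nm. Normalized to FeCl3/clioquinol equimolar mix (positive) and DMSO (negative).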
Akt phos inh: Akt phosphorylation inhibition | Neuro2A IGF-stimulated pAkt S473 HTRF, 20 min; active compounds read low | activity change, % for hits at 50 µM | 360,000 compounds, 0.32% hits | AID 651550; in the data active = activity change below about -80%; inconclusive = mostly about -51% to -80%; also: % is scaled to controls: 0 for no effect and ±100 for the full control effect
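Single-point screen (50 µM final compound) in Neuro2A cells stimulated 20 min with 6 nM IGF at 37 deg C. After lysis, Ser473-phosphorylated Akt read by HTRF (ex 330 nm, em 615/665 nm) as the 665/615 ratio.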
TGFb SMAD3 inh: blocks TGF-b signaling. HepG2 CAGA-GFP TGF-b/SMAD3 reporter, GFP fluorescence, 18 h; TGF-beta stimulated, 500 pg/mL final. 410,000 compounds, 1.2% hits. Potency, µM (doses to about 46.1 µM), for inactives: at the top dose activity, negative = inhibition, hits mostly inhibitors; also: potency is read from the fitted curve at half-maximal effect; % is scaled to controls: 0 for no effect and ±100 for the full control effect; nearly all actives have a fitted effect of over 65% in size
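TGF-beta reporter screen: HEPG2 CAGA-GFP, 1% FBS, 500 pg/mL TGF-beta final, 18 h; per-cell GFP summed per well; curves fitted and categorized by class.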
A549 viability: A549 cytotoxicity, counter-screen for Nrf2 inhibitors | AID 504648 | 390,000 compounds, 0.16% hits | A549 ARE-Fluc cells, CellTiter-Fluor viability, 18-24 h | Potency, µM (series often up to 46 µM), for inactives: top-dose activity change, negative = cytotoxicity, hits mostly inhibitors; also: potency is read from the fitted curve at half-maximal effect; % is scaled to controls: 0 for no effect and ±100 for the full control effect
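Cytotoxicity counterscreen: CellTiter-Fluor fluorescence was measured in A549 ARE_Fluc cells after 18-24 h of compound exposure in a concentration series. The subsequent BugLite luminescent read reports ARE-luciferase activity.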
The depositor's hits bear a star; & = joins results of further samples. Unless noted, calls follow the shape of the dose curve; as a rule, active = well fitted curve in the direction sought with a large enough effect; inconclusive = small, poorly fitted or top-dose-only effect, or another doubt; inactive = no such curve, though single readings can be large; an effect the other way counts as inactive or inconclusive.

Screening O=C(NCCN1CCN(c2cccc(Cl)c2)CC1)c1ccc(CSc2nc3ccncc3[nH]2)cc1 returned Nrf2 inh inconclusive, MmCpn inh 1%, Nrf2 activator 2.0%, HepG2 tox -15%, CCT modulator 1.6, Abeta rescue 8%, Akt phos inh inactive, TGFb SMAD3 inh inconclusive and A549 viability -16%.
`CCOC(=O)c1c(SCC(=O)Nc2nc3ccccc3s2)nc(=O)[nH]c1C` gave Nrf2 activator 4.4%, HepG2 tox -9%, Abeta rescue -12%, TGFb SMAD3 inh -18% and A549 viability 0%.
CC(C)(C)C1CCc2onc(C(=O)Nc3ccc(F)cc3F)c2C1 (stereo not given) was read as Nrf2 inh inconclusive, MmCpn inh 1%, Nrf2 activator 2.6%, HepG2 tox -18%, CCT modulator -1.4, Abeta rescue 0%, Akt phos inh inactive, TGFb SMAD3 inh -24% and A549 viability 0%.
For COC(=O)CN(c1ccc(C)c(Cl)c1)S(C)(=O)=O the results were Nrf2 inh 0%, MmCpn inh inconclusive, Nrf2 activator -0.5%, HepG2 tox -20%, CCT modulator 0.4, Abeta rescue 10%, Akt phos inh -90%*, TGFb SMAD3 inh -2% and A549 viability -1%.
CC(C(=O)NCc1cccc(Cl)c1)N1C(=O)c2ccccc2C1=O (stereo not given) was read as Nrf2 inh 2%, MmCpn inh -1%, Nrf2 activator 0.2%, HepG2 tox -11%, CCT modulator -1.3, Abeta rescue -4%, Akt phos inh inactive, TGFb SMAD3 inh -15% and A549 viability 0%.
`CCCOc1ccc(C(CC(=O)O)NC(=O)C23CC4CC(CC(C4)C2)C3)cc1` (stereo not given) gave Nrf2 inh 1%, MmCpn inh 1%, Nrf2 activator -0.2%, HepG2 tox -8%, CCT modulator -1.0, Abeta rescue 1%, Akt phos inh inactive, TGFb SMAD3 inh -9% and A549 viability 10%.
`CC(C)(C)c1ccc(C(=O)NNc2cc(Cl)cc(Cl)c2)cc1` gave Nrf2 inh -6%, MmCpn inh 0%, Nrf2 activator 0.1%, HepG2 tox 6%, CCT modulator -9.9, Abeta rescue -6%, Akt phos inh inactive, TGFb SMAD3 inh 5% and A549 viability 1%.
For Cc1ccc2c(c1)Sc1ccccc1CC2=O the results were Nrf2 inh 4%, MmCpn inh -1%, Nrf2 activator -0.6%, HepG2 tox 1%, CCT modulator -2.8, Abeta rescue 18%, Akt phos inh inactive, TGFb SMAD3 inh 5% and A549 viability -1%.
`COc1cnc(-c2ccccn2)nc1Sc1ccccc1Cl` gave Nrf2 inh inconclusive, MmCpn inh -1%, Nrf2 activator -0.1%, HepG2 tox -17%, CCT modulator 0.4, Abeta rescue 11µM*, Akt phos inh inactive, TGFb SMAD3 inh -8% and A549 viability inconclusive.
CCOC(=O)c1c(NC(=O)C[n+]2ccc(Cc3ccccc3)cc2)sc(C)c1C was read as Nrf2 inh -4%, MmCpn inh 0%, Nrf2 activator 4.6%, HepG2 tox -4%, CCT modulator 0.2, Abeta rescue -22%, Akt phos inh inactive, TGFb SMAD3 inh 4% and A549 viability -7%.
For O=C(c1ccc2ccccc2c1)c1c[nH]cc1-c1ccccc1 the results were Nrf2 inh 26%, MmCpn inh 0%, Nrf2 activator 0.4%, HepG2 tox 3%, CCT modulator -3.1, Abeta rescue 21%, Akt phos inh inactive, TGFb SMAD3 inh 8% and A549 viability 2%.
For CC1CCCCN1C(=O)CSc1nnc(-c2ccco2)n1C (stereo not given) the results were Nrf2 inh 11%, MmCpn inh 1%, Nrf2 activator 4.0%, HepG2 tox -23%, CCT modulator 0.2, Abeta rescue 1%, Akt phos inh inactive, TGFb SMAD3 inh -6% and A549 viability 1%.
For OCc1cnc(SCc2cccc(F)c2)n1Cc1ccc(F)cc1 the results were Nrf2 activator 0.9%, HepG2 tox -29%, Abeta rescue -9%, TGFb SMAD3 inh inconclusive and A549 viability 18%.
For COc1cc(CNC(=O)Nc2nc(C(N)Cc3ccc(C(F)(F)F)cc3)cs2)cc(OC)c1OC (stereo not given) the results were Nrf2 activator -3.5%, HepG2 tox -95%, CCT modulator -3.0, Abeta rescue -22%, Akt phos inh inactive and TGFb SMAD3 inh inconclusive.
For Cc1ccc(NC(=O)C(CC(C)C)N2Cc3ccccc3C2=O)cc1F (stereo not given) the results were Nrf2 inh inconclusive, Nrf2 activator -0.1%, HepG2 tox 8%, Abeta rescue -14%, TGFb SMAD3 inh 16% and A549 viability -6%.
Screening CC(C)C(=O)Nc1cccc(-c2cn3ccsc3n2)c1 returned Nrf2 inh 2%, MmCpn inh -2%, Nrf2 activator 0.2%, HepG2 tox -3%, CCT modulator 0.0, Abeta rescue 9%, Akt phos inh inactive, TGFb SMAD3 inh 5% and A549 viability -1%.
CCCN1CCN(C(=O)CCCNC(=O)Cn2cnc3sc(C)c(C)c3c2=O)CC1 was read as Nrf2 inh -11%, MmCpn inh -6%, Nrf2 activator -0.9%, HepG2 tox -14%, CCT modulator 2.3, Abeta rescue 14%, Akt phos inh inactive, TGFb SMAD3 inh 2% and A549 viability -13%.
Screening OC1CCCN(Cc2c3ccccc3cc3ccccc23)C1 (stereo not given) returned Nrf2 inh inconclusive, MmCpn inh -4%, Nrf2 activator 7.3%, HepG2 tox -12%, CCT modulator -3.5, Abeta rescue 3%, Akt phos inh inactive, TGFb SMAD3 inh -13% and A549 viability 0%.
Screening COc1ccc(CCNC(=O)c2ccc3c(c2)nc2n3CCC(C)C2)cc1OC (stereo not given) returned Nrf2 activator -0.2%, HepG2 tox -26%, Abeta rescue -14%, TGFb SMAD3 inh -19% and A549 viability 12%.
CC(=O)N1CC=C2C(C#N)=C(N)C(C#N)(C#N)C(C)C2C1 (stereo not given) was read as Nrf2 inh -8%, MmCpn inh -1%, Nrf2 activator 0.1%, HepG2 tox -9%, CCT modulator 1.9, Abeta rescue 11%, Akt phos inh inactive, TGFb SMAD3 inh 9% and A549 viability -6%.

3 structures already listed, sorted by count of non-hydrogen atoms, rising:
Screening OC1CCCN(Cc2c3ccccc3cc3ccccc23)C1 (stereo not given) returned Nrf2 inh inconclusive, MmCpn inh -4%, Nrf2 activator 7.3%, HepG2 tox -12%, CCT modulator -3.5, Abeta rescue 3%, Akt phos inh inactive, TGFb SMAD3 inh -13% and A549 viability 0%.
For O=C(c1ccc2ccccc2c1)c1c[nH]cc1-c1ccccc1 the results were Nrf2 inh 26%, MmCpn inh 0%, Nrf2 activator 0.4%, HepG2 tox 3%, CCT modulator -3.1, Abeta rescue 21%, Akt phos inh inactive, TGFb SMAD3 inh 8% and A549 viability 2%.
For Cc1ccc(NC(=O)C(CC(C)C)N2Cc3ccccc3C2=O)cc1F (stereo not given) the results were Nrf2 inh inconclusive, Nrf2 activator -0.1%, HepG2 tox 8%, Abeta rescue -14%, TGFb SMAD3 inh 16% and A549 viability -6%.

Later entries.
Screening CCOC(=O)C1(Cc2ccc(Cl)cc2)CCN(CCCn2cccn2)CC1 returned Nrf2 inh -2%, MmCpn inh 1%, Nrf2 activator 1.3%, HepG2 tox -24%, CCT modulator -0.2, Abeta rescue 18%, Akt phos inh inactive, TGFb SMAD3 inh 3% and A549 viability 1%.
`CN(C)c1ccc(NC(=O)CN2CCN(CC(=O)Nc3ccc(F)cc3)CC2)cc1` gave Nrf2 inh -10%, MmCpn inh -2%, Nrf2 activator -0.2%, HepG2 tox -31%, CCT modulator 1.0, Abeta rescue 7%, Akt phos inh inactive, TGFb SMAD3 inh 3% and A549 viability 13%.
O=C(CSc1n[nH]c(-c2cccnc2)n1)Nc1ccnc2ccccc12 was read as Nrf2 inh 26%, MmCpn inh 1%, Nrf2 activator -0.1%, HepG2 tox -11%, CCT modulator -0.8, Abeta rescue 1%, Akt phos inh inactive, TGFb SMAD3 inh 2% and A549 viability 7%.
For CCOC(=O)CSc1nnc(C2CCCCC2)n1C the results were Nrf2 inh -8%, MmCpn inh 1%, Nrf2 activator -0.8%, HepG2 tox -9%, CCT modulator -0.1, Abeta rescue 3%, Akt phos inh inactive, TGFb SMAD3 inh 1% and A549 viability -10%.
For Cc1csc(SC(C)C(=O)NCC2CCCCC2)n1 (stereo not given) the results were Nrf2 inh 2%, MmCpn inh -2%, Nrf2 activator -0.2%, HepG2 tox 1%, CCT modulator 1.4, Abeta rescue 4%, Akt phos inh inactive, TGFb SMAD3 inh inconclusive and A549 viability 3%.
For O=C1C(Cc2ccccc2)Nc2ncnc(N3CCOCC3)c2N1Cc1ccc(Cl)cc1 (stereo not given) the results were Nrf2 inh -19%, MmCpn inh -3%, Nrf2 activator 0.1%&2.9%, HepG2 tox -5%&-6%, CCT modulator -2.6&0.1, Abeta rescue 8%&12%, Akt phos inh inactive, TGFb SMAD3 inh 21%&-20% and A549 viability -4%.
O=C(NC1=NCCS1)c1cc(-c2cccc(Br)c2)nc2ccccc12 was read as Nrf2 inh -17%, MmCpn inh inconclusive, Nrf2 activator 4.1%, HepG2 tox -21%, CCT modulator 0.7, Abeta rescue -13%, Akt phos inh inactive, TGFb SMAD3 inh -33% and A549 viability 2%.
O=C(c1ccccc1)c1cc2cc(Cl)ccc2[nH]1 was read as Nrf2 inh inconclusive, MmCpn inh 0%, Nrf2 activator 11%, HepG2 tox 0%, CCT modulator 1.4, Abeta rescue -2%, Akt phos inh inactive, TGFb SMAD3 inh 21% and A549 viability 1%.
O=C(/C=C/c1ccc(Br)cc1)NC(=O)c1ccccc1O was read as Nrf2 inh 6%, MmCpn inh 0%, Nrf2 activator inconclusive, HepG2 tox -43%, CCT modulator -1.3, Abeta rescue -19%, Akt phos inh inactive, TGFb SMAD3 inh inconclusive and A549 viability 4%.

Screening data: PubChem, National Center for Advancing Translational Sciences (NCATS)
